# Bioassay records from PubChem.
# AmpC detergent: blocks E. coli AmpC beta-lactamase in detergent assay; P00811; AmpC hydrolysis of nitrocefin, absorbance 480 nm, 0.01% Triton; Potency, µM (top dose mostly 114 µM), inactives show at the top dose activity change, negative = inhibition, usual class: inhibitors; 0.041% of 370,000 active; AID 485294;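 further: potency means the concentration at half of the fitted maximal effect; 0% = no-compound wells and -100% = no-enzyme wells; nearly all actives have a fitted effect of over 25% in size; some results filed as inactive show a strong effect at the top dose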
# Target sequence (P00811 whole entry, looked up): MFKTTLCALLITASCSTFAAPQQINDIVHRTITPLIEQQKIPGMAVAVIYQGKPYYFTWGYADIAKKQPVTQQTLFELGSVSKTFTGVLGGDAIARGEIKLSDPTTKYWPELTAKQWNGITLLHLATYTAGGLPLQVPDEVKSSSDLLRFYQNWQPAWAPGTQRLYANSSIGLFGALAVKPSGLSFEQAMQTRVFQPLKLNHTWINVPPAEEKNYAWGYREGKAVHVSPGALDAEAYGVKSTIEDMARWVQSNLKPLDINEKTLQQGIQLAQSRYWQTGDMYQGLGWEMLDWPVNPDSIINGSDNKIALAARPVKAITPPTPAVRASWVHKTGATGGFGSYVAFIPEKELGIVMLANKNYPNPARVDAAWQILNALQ
#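 20 mM phosphate pH 7.0 + 0.01% (detergent screen) or 0.0001% Triton X-100; 5.3 nM AmpC reagent; cpd preinc 15 min RT; nitrocefin (800 uM stock) to start; A480 q20 s × 4 min; Activity was normalised to no-enzyme and no-compound control wells.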
# FBPA Giardia inh: Giardia lamblia aldolase inhibition; AID 2451; Potency, µM (top dose mostly 59.6 µM), without a hit: top-dose activity, negative = inhibition, actives largely listed as inhibitors; 0.71% of 290,000 active; A8B2U2; purified Giardia FBPA; further: potency means the concentration at half of the fitted maximal effect; nearly all actives have a fitted effect of over 55% in size
# Target sequence (A8B2U2 whole entry, looked up): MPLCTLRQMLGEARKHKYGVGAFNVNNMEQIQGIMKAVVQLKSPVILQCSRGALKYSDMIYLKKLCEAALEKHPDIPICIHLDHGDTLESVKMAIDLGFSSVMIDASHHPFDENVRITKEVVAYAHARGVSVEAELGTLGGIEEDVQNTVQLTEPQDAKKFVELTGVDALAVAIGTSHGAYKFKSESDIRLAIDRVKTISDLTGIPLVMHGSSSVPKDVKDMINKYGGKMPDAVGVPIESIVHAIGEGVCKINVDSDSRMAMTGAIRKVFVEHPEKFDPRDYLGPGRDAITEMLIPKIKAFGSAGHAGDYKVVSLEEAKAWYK
#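 Giardia FBPA (40 nM reagent) was preincubated 10 min at RT with compound (up to 57.5 uM final), then substrate plus GAPDH/TPI/NAD/arsenate coupling system with diaphorase/resazurin was added; resorufin fluorescence (525/598 nm) was read after 20 min.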
# AMA1-RON2 inh: inhibitors of Plasmodium falciparum AMA1-RON2 interaction. AlphaScreen AMA1-biotinylated RON2 peptide binding. Potency, µM (doses to about 58.2 µM), inactives show at the highest dose activity change, negative = inhibition, actives largely listed as inhibitors. 0.2% of 360,000 active;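 further: potency means the concentration at half of the fitted maximal effect; 0% = vehicle wells and -100% = peptide control; nearly all actives have a fitted effect of over 45% in size; some results filed as inactive show a strong effect at the top dose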
#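 AMA1 (3D7) with his tag at 25 nM final met compounds first, then biotinylated RON2 peptide at 25 nM; detection used donor plus acceptor beads, 10 µg/mL apiece, read by AlphaScreen after 30 min at room temperature.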
# HCMV inh: human cytomegalovirus inhibition | HFF cells, HCMV-luciferase reporter, 72 h; hits give low values | activity change, negative = inhibition, % at 57.5 µM | 4.5% of 410,000 active | AID 1259415; in the data active means activity change below about -60%; inconclusive means no clear call, values can overlap the other calls; inactive means above about -39%
#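 Luciferase read-out from HCMV-luciferase-infected HFFs (MOI 1 PFU/cell) 72 h post infection at 37C; compounds added after 16 h cell attachment; activity normalized between buffer-only basal and Salinomycin (10uM) inhibitor controls.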
# Sm TGR inh: blocks Schistosoma mansoni thioredoxin glutathione reductase. Potency, µM (highest dose often 114 µM), inactives show at the highest dose activity change, negative = inhibition, usual class: inhibitors. purified TGR, DTNB reduction, TNB absorbance 405 nm. 3% of 360,000 active. Q962Y6; further: potency means the concentration at half of the fitted maximal effect; nearly all actives have a fitted effect of over 60% in size
#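 TGR 20 nM + NADPH 100 uM (dispensed conc.), cpd preinc 15 min RT; start with NADPH (500 uM addition) then DTNB (15 mM addition). Kinetic TNB absorbance, 405 nm filter. Four-parameter Hill fit across titration.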
# HCV inhibitor: blocks hepatitis C virus; 3.4% of 340,000 active; Potency, µM (top dose mostly 41.8 µM), for the others: at the highest dose activity change, negative = inhibition, hits mostly inhibitors; Huh7.5.1 HCVcc-Cre infection, luciferase reporter, 44 h; AID 651820; further: potency means the concentration at half of the fitted maximal effect
#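 Compounds are dispensed onto cells plated 4 h earlier at 1,000 per well, with HCVcc-Cre virus (about 0.5 moi) added next. Following 44 h of culture, luminescent signal is measured for 15 sec after 15 min with substrate at room temperature.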
# Numbers without * were called inactive; ? = inconclusive; . = not tested or not shown; [ ] = remark or other dose. Unless noted, the call rests on the fitted dose curve; in most records, active means well fitted curve in the direction sought with a large enough effect; inconclusive means small, poorly fitted or top-dose-only effect, or another doubt; inactive means no such curve, though single readings can be large; an effect the other way counts as inactive or inconclusive. Unless noted, on the % scale 0 is the no-effect control and ±100 the full control effect.
# Every second line gives: AMA1-RON2 inh, AmpC detergent, HCMV inh, HCV inhibitor, FBPA Giardia inh, Sm TGR inh
CCCCn1cnc2c(c1=O)c1nc3ccccc3nc1n2Cc1ccc2c(c1)OCO2
 : 12%, -4%, 1, 7%, 0%, 10%
O=C(CCc1nc(-c2ccccc2)no1)NC1CCCCC1
 : -4%, 4%, 87, -10%, 1%, -20%
COc1cccc2c1C(=O)c1c(O)c3c(c(O)c1C2=O)C[C@@](O)(C(=O)CO)C[C@@H]3O[C@H]1C[C@H](N)[C@H](O)[C@H](C)O1
 : 22%, -2%, -98*, 0%[8.37 µM], ?, ?
C=CCSC1=N/C(=C\c2ccsc2)C(=O)S1
 : 12%, ?, 85, -4%, -4%, -28%
CCCc1cc(=O)[nH]c(SCC(=O)Nc2nonc2C)n1
 : -2%, -1%, -17, 15%, -25%, 3%
Cc1nc2c(c(C)nn2-c2ccccc2)c(C)c1CCC(=O)Nc1ccccc1
 : ., -7%, 1, ., ., -19%
C=CCn1c(SCC(=O)c2c(N)n(C3CC3)c(=O)[nH]c2=O)nnc1-c1ccoc1C
 : 8%, -2%, 0, 10%, ., -23%
CCn1c(Cn2nnc(-c3ccccc3)n2)nnc1SCc1ccc(Cl)c(Cl)c1
 : -7%, ?, 26, ?, -5%, -2%
CN(CCCNC(=O)c1ccc(CS(=O)c2ccc(Br)cc2)o1)Cc1ccccc1 (configuration not stated)
 : 0%, 0%, -12, -2%, ., -27%
Cc1noc(C)c1S(=O)(=O)Nc1ccc2c(c1)CC(=O)N([C@H](C)CO)C[C@H](C)[C@H](CN(C)S(=O)(=O)c1ccc(F)cc1)O2
 : -2%, ., -6, 0%, ., .
COc1cc(/C=C2/C(=O)N=C(N)N2C)cc(OC)c1OC
 : 8%, 1%, ., 5%, -2%, -3%
CCn1ccnc1CN(C)Cc1cn(-c2ccc(C)cc2)nc1-c1cccc(C)c1
 : 17%, -2%, -22, -16%, -4%, 5%
O=C(NCc1ccco1)c1cc2ccccc2o1
 : -14%, -13%, 4, -4%, -1%, -14%
O=C(O)c1cc(NN=Nc2cccc([N+](=O)[O-])c2)cc([N+](=O)[O-])c1
 : -5%, -1%, -29, 9%, -13%, -6%
COc1cccc(NC(=O)COC(=O)c2c(C)nn(-c3ccccc3)c2C)c1
 : 20%, 9%, 7, ?, ., 6%
COc1ccccc1NCCC(=O)OCC(=O)Nc1cccc(S(=O)(=O)N(C)C)c1
 : -2%, -8%, -16, -8%, ., -6%
COc1ccccc1N(CC(O)COc1ccccc1C)S(=O)(=O)c1ccccc1 (configuration not stated)
 : 20%, -2%, -6, 15%, 1%, -1%
COC(=O)CSc1nnc(-c2ccc(S(=O)(=O)N3CCCC3)cc2)o1
 : -5%, 1%, -11, -6%, 2%, 4%
O=C(NCCCN1CCN(c2ccccc2F)CC1)c1cc2c(s1)-c1ccccc1OC2
 : ., -5%, ?, ., ., 0%
CC1CN(C(=O)COC(=O)[C@@H](NC(=O)c2ccccc2Cl)C(C)C)CC(C)O1 (some centres not stated)
 : 0%, ., -15, 24%, ., .
O=C(NCc1ccccc1C(F)(F)F)c1cccc2c1C(=O)c1ccc(N3CCCCC3)cc1S2(=O)=O
 : 10%, ., 8, ?, ., .
O=C(/C=C/c1cccc([N+](=O)[O-])c1)N1CCN(Cc2ccc3c(c2)OCO3)CC1
 : 8%, ?, ?, -15%, -1%, -2%
CCN(CC(=O)Nc1ccc(NC(C)=O)cc1)C(=O)CN1C(=O)NC(C)(c2ccc3ccccc3c2)C1=O (configuration not stated)
 : 109%[activator], ., -25, 19%, ., .
Cc1cccc(NC(c2cccc(Cl)c2)c2ccc3cccnc3c2O)n1 (configuration not stated)
 : ., -5%, -98*, ., ., 4.5µM*
Cc1nnc2sc(SCC(=O)Nc3ccc(Cl)cc3)nn2c1=O
 : 85%[activator], 1%, 24, -9%, -12%, -3%
O=C(COC(=O)C1CC2C=CC1C2)Nc1ccccc1 (configuration not stated)
 : -2%, ?, 10, -9%, 2%, -28%
Cc1c(N/N=C(\C#N)C(=O)c2ccc(Cl)cc2)c(=O)n(-c2ccccc2)n1C
 : 2%, 7%, -100*, ?, ?, -4%
Cc1cc(C)cc(N=Cc2ccc([N+](=O)[O-])s2)c1
 : -27%, -6%, -1, ?, -21%, ?
CC(OC(=O)CCc1nc2ccccc2[nH]c1=O)c1ccccc1 (configuration not stated)
 : -2%, -8%, -19, -11%, -5%, -11%
CCOc1ccc(C(=O)Nc2cccc3nsnc23)cc1[N+](=O)[O-]
 : -2%, ?, -10, -8%, 0%, 0%

# Reformatted with bars between the fields: entries from further up.
SMILES | AMA1-RON2 inh | AmpC detergent | HCMV inh | HCV inhibitor | FBPA Giardia inh | Sm TGR inh
CCCCn1cnc2c(c1=O)c1nc3ccccc3nc1n2Cc1ccc2c(c1)OCO2 | 12% | -4% | 1 | 7% | 0% | 10%
O=C(CCc1nc(-c2ccccc2)no1)NC1CCCCC1 | -4% | 4% | 87 | -10% | 1% | -20%
COc1cccc2c1C(=O)c1c(O)c3c(c(O)c1C2=O)C[C@@](O)(C(=O)CO)C[C@@H]3O[C@H]1C[C@H](N)[C@H](O)[C@H](C)O1 | 22% | -2% | -98* | 0%[8.37 µM] | ? | ?
C=CCSC1=N/C(=C\c2ccsc2)C(=O)S1 | 12% | ? | 85 | -4% | -4% | -28%
CCCc1cc(=O)[nH]c(SCC(=O)Nc2nonc2C)n1 | -2% | -1% | -17 | 15% | -25% | 3%
Cc1nc2c(c(C)nn2-c2ccccc2)c(C)c1CCC(=O)Nc1ccccc1 | . | -7% | 1 | . | . | -19%
C=CCn1c(SCC(=O)c2c(N)n(C3CC3)c(=O)[nH]c2=O)nnc1-c1ccoc1C | 8% | -2% | 0 | 10% | . | -23%
CCn1c(Cn2nnc(-c3ccccc3)n2)nnc1SCc1ccc(Cl)c(Cl)c1 | -7% | ? | 26 | ? | -5% | -2%
CN(CCCNC(=O)c1ccc(CS(=O)c2ccc(Br)cc2)o1)Cc1ccccc1 (configuration not stated) | 0% | 0% | -12 | -2% | . | -27%
Cc1noc(C)c1S(=O)(=O)Nc1ccc2c(c1)CC(=O)N([C@H](C)CO)C[C@H](C)[C@H](CN(C)S(=O)(=O)c1ccc(F)cc1)O2 | -2% | . | -6 | 0% | . | .
COc1cc(/C=C2/C(=O)N=C(N)N2C)cc(OC)c1OC | 8% | 1% | . | 5% | -2% | -3%
CCn1ccnc1CN(C)Cc1cn(-c2ccc(C)cc2)nc1-c1cccc(C)c1 | 17% | -2% | -22 | -16% | -4% | 5%

# Additional results
# Every second line gives: AMA1-RON2 inh, AmpC detergent, HCMV inh, HCV inhibitor, FBPA Giardia inh, Sm TGR inh
CC1Cc2ccccc2N1C(=O)CSc1nnc(CNc2ccccc2)o1 (configuration not stated)
 : -1%, -4%, -19, -17%, 2%, -4%
CCc1nc(SCC(=O)N2CCCCC2)c2c(=O)n(C)c(=O)n(C)c2n1
 : -6%, -6%, -30, ?, -29%, 1%
Cc1ccc(N2CCCCn3c2nc2c3c(=O)n(CC(=O)O)c(=O)n2C)cc1
 : 0%, ?, -12, 20%, 4%, 4%
CCc1ccc(OCC(O)CN2CCN(c3ccccn3)CC2)cc1 (configuration not stated)
 : -1%, ?, -4, 2%, ?, 5%
CC(Sc1nnc(C(F)(F)F)n1C)C(=O)Nc1ccc(S(N)(=O)=O)cc1 (configuration not stated)
 : -9%, 7%, 17, 0%, 0%, 7%
COc1ccc(OCC(=O)N/N=C2\CCc3ccccc32)cc1
 : -18%, -15%, 46, 12%, 0%, -29%
Cc1ccc2nc(/C(C#N)=C/c3ccc(O)c(O)c3)[nH]c2c1
 : 48%[activator], 15%, 90, ?, ?, -1%
Cc1cccc(OC(C)C(=O)Nc2ccc(N3CCCCC3)cc2)c1 (configuration not stated)
 : -28%, -14%, -28, 11%, ., -9%
Cc1nc(-c2ccccc2)sc1CCNC(=O)C(=O)Nc1ccc2c(c1)OCO2
 : ., 3%, 21, ., ., 6%
CCC(=O)NC(=S)Nc1ccc(NC(=O)c2cccc([N+](=O)[O-])c2C)cc1
 : -7%, -7%, ?, ?, 0%, -29%
CCOC(=O)c1cc(-c2ccc(OC)cc2)n(CCC(=O)NCc2ccccc2OC)c1C
 : ., -2%, -5, ., ., -6%
CCCCC1C2=C(CCCC2=O)OC2=C1C(=O)CCC2
 : 6%[2.32 µM], ?, 0, 9%, -16%, 4%
Cc1cccc(C(=O)NC2C(=O)NNC2c2ccc(Cl)cc2)c1 (configuration not stated)
 : 7%, -2%, -11, 12%, ?, -19%
O=C(c1noc2c1CCCCC2)N1CCN(c2cccc(C(F)(F)F)c2)CC1
 : ., -8%, -78*, ., ., 0%
Cn1ncc2c(N3CCN(c4cccc(Cl)c4)CC3)ncnc21
 : ., -7%, -11, ., ., 2%
O=C(O)C1CCN(C(=O)COc2ccc3c(c2)oc(=O)c2ccccc23)CC1
 : 6%, ?, 0, ?, 6%, 10%
CC12CCC3C(CCC4CC(O)CCC43C)C1CC(O)C2 (configuration not stated)
 : -1%, ., -30, 4%, ., .
COC(=O)c1c(NC(=O)CN2C(=O)c3ccccc3C2=O)sc(Cc2ccc3c(c2)OCO3)c1C
 : 5%, ?, 0, -3%[8.37 µM], 4%, -5%
COCCNC(=O)C1CCN(S(=O)(=O)c2ccc3c(c2)OCCO3)CC1
 : 1%, -2%, 8, 24%, ., 1%
CCCn1c(C)cc(C(=O)COC(=O)c2nccnc2N)c1C
 : -1%, 1%, -23, 3%, -11%, -12%
O=C(CSc1nc2ccccc2c(=O)n1CC1CCCO1)NCCc1ccccc1 (configuration not stated)
 : 5%, -9%, -15, -11%, ., 0%
CCC(=O)Nc1ccc(Cl)c(NC(=S)NC(=O)c2cc3ccccc3o2)c1
 : -4%, -5%, -30, ?, 5%, -7%
Cc1oc(-c2ccc(Cl)cc2)nc1CN1CCC(C(=O)NCc2ccco2)CC1
 : 26%, 3%, ., ?, 10%, 2%
C=CCn1c(O)c(C=NCCCn2ccnc2)c(=O)[nH]c1=O
 : -30%, 0%, 39, 1%, 7%, 9%
COc1ccc(OC)c(S(=O)(=O)Nc2ccccc2C)c1
 : 2%, 0%, 11, 13%, -1%, -12%
COc1ccc(OC)c(C(=O)c2ccc([N+](=O)[O-])cc2)c1
 : ?, ., -39, -2%, ., .
O=C(/C=C/c1c(Cl)cccc1Cl)NCc1ccco1
 : 2%[11.6 µM], -15%, ?, -9%, -1%, -8%
CCCCNC(=O)Nc1ccccc1C(=O)Nc1ccc(OC)cc1
 : 15%, 3%, -7, -24%, 0%, 3%
CN(C)S(=O)(=O)c1cccc(C(=O)OCC(=O)c2c(N)n(C)c(=O)n(C)c2=O)c1
 : 12%, 4%, -15, 8%, 5%, -6%
CSc1ncc(C(=O)N2CCN(c3cc(C)ccc3C)CC2)c(C)n1
 : ., 6%, -14, ., ., -7%
